From PubChem
TRb SRC2 PPI: qHTS for Inhibitors of the Interaction of Thyroid Hormone Receptor and Steroid Receptor Coregulator 2; TRbeta-SRC2 peptide binding, fluorescence polarization; receptor liganded with 1 µM T3; Potency, µM (top dose mostly 106 µM), for the others: at the top dose activity change, negative = inhibition, hits mostly inhibitors; actives 0.065% (n = 280,000); AID 1469, 2008;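 further: potency means the concentration at half of the fitted maximal effect; plate controls were bound peptide for no effect and peptide without receptor for full effect; nearly all actives have a fitted effect of over 50% in size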
Target sequence (P10828 whole entry, looked up): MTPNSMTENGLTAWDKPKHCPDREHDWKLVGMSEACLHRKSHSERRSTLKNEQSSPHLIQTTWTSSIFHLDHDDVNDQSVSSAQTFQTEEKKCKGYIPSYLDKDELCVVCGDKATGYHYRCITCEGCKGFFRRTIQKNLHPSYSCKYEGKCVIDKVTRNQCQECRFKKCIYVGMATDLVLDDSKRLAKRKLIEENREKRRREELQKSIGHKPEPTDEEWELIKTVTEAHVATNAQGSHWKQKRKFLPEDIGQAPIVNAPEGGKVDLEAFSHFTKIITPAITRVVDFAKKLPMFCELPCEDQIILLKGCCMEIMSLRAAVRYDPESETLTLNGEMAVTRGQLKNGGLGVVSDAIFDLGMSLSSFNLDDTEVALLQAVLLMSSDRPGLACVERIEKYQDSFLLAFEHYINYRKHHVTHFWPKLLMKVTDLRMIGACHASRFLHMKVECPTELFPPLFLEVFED
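Fluorescence polarization of 20 nM Texas Red SRC2 peptide with 0.6 uM human TRb ligand-binding domain, in Tris buffer with 1uM T3 and 5% DMSO. Incubated 5 hr ambient; normalized to unbound and bound controls.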
GLA spleen mod: qHTS Assay for Inhibitors and Activators of Human alpha-Galactosidase From Spleen Homogenate. Alpha-galactosidase A (Homo sapiens), P06280. human spleen homogenate, 4MU-alpha-Gal fluorescence, 40 min. Potency, µM (series often up to 80 µM), without a hit: at the top dose activity change, negative = inhibition, most hits filed as inhibitors. actives 0.008% (n = 240,000);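 further: potency means the concentration at half of the fitted maximal effect; 0% = enzyme with vehicle and -100% = no enzyme basal signal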
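Fluorogenic readout (Ex 365/Em 440 nm) of 4-methylumbelliferone released from 1 mM 4-MU-alpha-galactoside by spleen homogenate, 40 min at 37C, pH 5.0. Data normalized to no-enzyme and enzyme controls; Hill-equation AC50 from compound titrations.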
CBFb-RUNX1 inh: qHTS Assay for Compounds Blocking the Interaction Between CBF-beta and RUNX1 for the Treatment of Acute Myeloid Leukemia; Runt-related transcription factor 1 (Homo sapiens) + Core-binding factor subunit beta …; AlphaScreen CBFb-His/RUNX1-biotin binding, biochemical; Potency, µM (top dose mostly 59.8 µM), inactives show top-dose activity, negative = inhibition, actives largely listed as inhibitors; 230,000 tested, under 10 active; further: % of control where 0% means no effect
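AlphaScreen proximity signal reports loss of binding between His-tagged CBF-beta and biotin-labelled RUNX1, each at 30 nM. Proteins are pre-associated for 20 minutes, compounds added for 15 minutes, then beads for 90 minutes, all at ambient temperature.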
Epigenetic reg: Quantitative High-Throughput Screen for Regulators of Epigenetic Control; murine LDR cells, GFP reporter derepression, 30 h; actives 0.2% (n = 280,000); Potency, µM (titrated, usually from 53.9 µM), for the others: at the top dose GFP activation, usual class: activators; further: potency means the concentration at half of the fitted maximal effect; % of control where 0% means no effect; nearly all actives have a fitted effect of over 60% in size
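Readout is the number of GFP-expressing murine LDR cells, counted by cytometry following washing. Cells were treated with compound for 30 h at 37 C; the stably integrated CMV-GFP locus is normally silent.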
Tau fibril FP: qHTS for Inhibitors of Tau Fibril Formation, Fluorescence Polarization. Microtubule-associated protein tau (Homo sapiens), P10636. K18 P301L tau heparin fibrillization, Alexa594 FP, 6 h. Potency, µM (highest dose often 57.7 µM), inactives show at the top dose activity, negative = inhibition, actives largely listed as inhibitors. actives 0.39% (n = 280,000). AID 1468, 2008; further: potency means the concentration at half of the fitted maximal effect; on the % scale 0 is the no-effect control and ±100 the full control effect; nearly all actives have a fitted effect of over 55% in size
Target sequence (P10636 561-689 P618L limits assumed): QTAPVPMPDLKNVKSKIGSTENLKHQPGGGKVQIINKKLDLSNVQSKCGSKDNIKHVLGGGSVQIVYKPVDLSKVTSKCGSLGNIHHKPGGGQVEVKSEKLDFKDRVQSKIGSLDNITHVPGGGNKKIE
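K18 P301L tau (15 uM unlabeled/0.24 uM Alexa 594-labeled, final) + compound + heparin 20 uM final; 100 mM NaOAc pH 7; 6 hr 37 C; ThT 30 uM final added, 1 hr RT; FP ex 555/em 632 nm.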
TexasRed fluor: Total Fluorescence Counterscreen for Inhibitors of the Interaction of Thyroid Hormone Receptor and Steroid Receptor Coregulator 2; TRb/SRC2 Texas Red total fluorescence interference; Potency, µM (titrated, usually from 106 µM), inactives show at the highest dose fluorescence change, negative = quenching; actives 0.29% (n = 280,000); AID 1479, 2009; active means well fitted curve in either direction with a large enough effect; inconclusive means small, poorly fitted or top-dose-only effect; further: potency means the concentration at half of the fitted maximal effect; on the % scale 0 is the no-effect control and ±100 the full control effect
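Human TRb ligand-binding domain at 0.6 uM with 20 nM Texas Red SRC2 peptide in Tris buffer containing 1 uM T3 and 5% DMSO, incubated with compound 5 h at ambient temperature. Total fluorescence (555/632 nm) calculated as parallel + 2 × perpendicular.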
NPSR antag: qHTS Assay for Antagonists of the Neuropeptide S Receptor: cAMP Signal Transduction | CHO-NPSR cells, cAMP TR-FRET, antagonist mode | Potency, µM (top dose mostly 38.3 µM), inactives show top-dose activity change, negative = inhibition, usual class: inhibitors | Q6W5P4 | actives 1% (n = 220,000) | AID 1461, 2008; further: potency means the concentration at half of the fitted maximal effect; on the % scale 0 is the no-effect control and ±100 the full control effect; nearly all actives have a fitted effect of over 50% in size; many of its hits are not listed in these tables
Target sequence (Q6W5P4 whole entry, looked up): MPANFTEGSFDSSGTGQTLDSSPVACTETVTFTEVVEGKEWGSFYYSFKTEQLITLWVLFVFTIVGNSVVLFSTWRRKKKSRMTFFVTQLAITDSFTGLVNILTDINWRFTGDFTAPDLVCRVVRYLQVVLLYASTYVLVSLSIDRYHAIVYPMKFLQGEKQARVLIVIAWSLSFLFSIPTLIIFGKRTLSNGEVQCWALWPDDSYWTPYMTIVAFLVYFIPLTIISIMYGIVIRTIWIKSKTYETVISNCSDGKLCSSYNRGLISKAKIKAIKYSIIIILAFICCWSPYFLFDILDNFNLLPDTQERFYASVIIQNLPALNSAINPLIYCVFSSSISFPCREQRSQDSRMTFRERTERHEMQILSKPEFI
Tau fluor counter: Counterscreen qHTS for Inhibitors of Tau Fibril Formation, Fluorescence Polarization; actives 0.93% (n = 280,000); tau K18 P301L (four-repeat tau fragment) Alexa594 fluorescence, heparin fibrillization; Potency, µM (series often up to 57.7 µM), for inactives: at the highest dose activity change, negative = decrease; AID 1463, 2008; further: potency means the concentration at half of the fitted maximal effect; on the % scale 0 is the no-effect control and ±100 the full control effect; nearly all actives have a fitted effect of over 55% in size
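Human K18 P301L tau (15 uM unlabeled plus 0.24 uM Alexa 594-labeled, final) in 100 mM sodium acetate pH 7 was mixed with compound and 20 uM heparin and incubated 6 hr at 37 C.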
The depositor's hits bear a star; ? = inconclusive; . = no result given; [ ] = dose if it differs, or a comment. Unless noted, the call rests on the fitted dose curve; in most records, active means well fitted curve in the direction sought with a large enough effect; inconclusive means small, poorly fitted or top-dose-only effect, or another doubt; inactive means no such curve, though single readings can be large; an effect the other way counts as inactive or inconclusive.

Letters: A = TRb SRC2 PPI; B = GLA spleen mod; C = CBFb-RUNX1 inh; D = Epigenetic reg; E = Tau fibril FP; F = TexasRed fluor; G = NPSR antag; H = Tau fluor counter
> CCc1ccccc1NC(=O)COc1ccc2oc(-c3ccc(OC)cc3)cc(=O)c2c1
  A: 7%	B: -1%	C: -4%	D: 6.0%	E: -12%	F: -7%	G: ?	H: -13%

> CCOc1ccc(NC(=O)c2sc3nc4c(c(-c5ccc(OC)cc5)c3c2N)C(=O)CC(C)(C)C4)cc1
  A: 4%	B: .	C: .	D: 11µM*	E: 1%	F: -1%	G: .	H: -24%

> COc1cc(NC(=O)c2noc3c2CC(C)CC3)c(OC)cc1Cl (stereo not given)
  A: -5%	B: .	C: .	D: -1.3%	E: ?	F: 1%	G: .	H: -18%

> CC1(C)CC(=O)C=C(Nc2ccccc2F)C1
  A: 0%	B: 7%	C: -11%	D: 4.6%	E: 1%	F: -1%	G: 19%[46.1 µM]	H: -4%

> O=C(COc1ccc(S(=O)(=O)NC2CCCCC2)cc1Cl)NCc1cccnc1
  A: -5%	B: 1%	C: 2%	D: 5.5%	E: -5%	F: -1%	G: -8%[46.1 µM]	H: -6%

> Cc1cc(C)c(NC(=O)c2ccoc2C)c(C)c1
  A: -8%	B: -5%	C: 0%	D: -3.2%	E: 4%	F: 1%	G: -6%[46.1 µM]	H: -2%

> COc1ccc(OC)c(C2=Nn3c(nnc3-c3ccccc3C)SC2)c1
  A: 1%	B: 1%	C: 13%	D: .	E: .	F: -4%	G: .	H: .

> O=S(=O)(/N=C(/c1ccc(F)cc1)N1CCCCC1)c1ccc(Cl)cc1
  A: 0%	B: -3%	C: 1%	D: 0.0%	E: 5%	F: 0%	G: -6%[46.1 µM]	H: -7%

> CC(=O)N1[C@H](Cc2ccccc2)C=C[C@]1(C)C(=O)NCc1cc(F)cc(C(F)(F)F)c1
  A: 1%	B: -4%	C: 5%	D: 1.7%	E: -2%	F: -8%	G: .	H: -12%

> O=C(CSc1ncn(-c2ccccc2)n1)Nc1nc2c(s1)CCCC2
  A: -1%	B: 6%	C: -17%	D: -1.1%	E: 2%	F: -1%	G: -11%[46.1 µM]	H: -29%

> CC(C)c1ccc2c(c1)C(c1cccs1)=NNC(c1ccncc1)=N2
  A: -4%[53 µM]	B: 0%	C: -12%	D: 2.1%	E: 2%	F: -1%[53 µM]	G: 29%	H: ?

> COC(=O)CSc1nc(N)nc(C)c1Br
  A: -9%	B: 9%	C: 8%	D: -2.4%	E: -9%	F: -1%	G: 14%[7.67 µM]	H: -7%

> COc1ccc(S(=O)(=O)NCCSc2ccccc2)cc1OC
  A: 0%	B: 9%	C: 8%	D: -0.7%	E: -4%	F: 1%	G: -3%[46.1 µM]	H: -7%

> Cc1cc(C)cc(Oc2coc3cc(OCC(=O)NC4CCCCC4)ccc3c2=O)c1
  A: 1%	B: .	C: .	D: 1.6%	E: 0%	F: -1%	G: .	H: -3%

> CC(=O)c1cccc(NC(=O)N2CCCC2C(=O)Nc2ccccc2C)c1 (stereo not given)
  A: 3%	B: 0%	C: 2%	D: -1.0%	E: -1%	F: 1%	G: 2%[46.1 µM]	H: -3%

A run of entries from further up, as a working copy:
Letters: A = TRb SRC2 PPI; B = GLA spleen mod; C = CBFb-RUNX1 inh; D = Epigenetic reg; E = Tau fibril FP; F = TexasRed fluor; G = NPSR antag; H = Tau fluor counter
> Cc1cc(C)c(NC(=O)c2ccoc2C)c(C)c1
  A: -8%	B: -5%	C: 0%	D: -3.2%	E: 4%	F: 1%	G: -6%[46.1 µM]	H: -2%

> COc1ccc(OC)c(C2=Nn3c(nnc3-c3ccccc3C)SC2)c1
  A: 1%	B: 1%	C: 13%	D: .	E: .	F: -4%	G: .	H: .

> O=S(=O)(/N=C(/c1ccc(F)cc1)N1CCCCC1)c1ccc(Cl)cc1
  A: 0%	B: -3%	C: 1%	D: 0.0%	E: 5%	F: 0%	G: -6%[46.1 µM]	H: -7%

> CC(=O)N1[C@H](Cc2ccccc2)C=C[C@]1(C)C(=O)NCc1cc(F)cc(C(F)(F)F)c1
  A: 1%	B: -4%	C: 5%	D: 1.7%	E: -2%	F: -8%	G: .	H: -12%

> O=C(CSc1ncn(-c2ccccc2)n1)Nc1nc2c(s1)CCCC2
  A: -1%	B: 6%	C: -17%	D: -1.1%	E: 2%	F: -1%	G: -11%[46.1 µM]	H: -29%

> CC(C)c1ccc2c(c1)C(c1cccs1)=NNC(c1ccncc1)=N2
  A: -4%[53 µM]	B: 0%	C: -12%	D: 2.1%	E: 2%	F: -1%[53 µM]	G: 29%	H: ?

> COC(=O)CSc1nc(N)nc(C)c1Br
  A: -9%	B: 9%	C: 8%	D: -2.4%	E: -9%	F: -1%	G: 14%[7.67 µM]	H: -7%

> COc1ccc(S(=O)(=O)NCCSc2ccccc2)cc1OC
  A: 0%	B: 9%	C: 8%	D: -0.7%	E: -4%	F: 1%	G: -3%[46.1 µM]	H: -7%

> Cc1cc(C)cc(Oc2coc3cc(OCC(=O)NC4CCCCC4)ccc3c2=O)c1
  A: 1%	B: .	C: .	D: 1.6%	E: 0%	F: -1%	G: .	H: -3%

> CC(=O)c1cccc(NC(=O)N2CCCC2C(=O)Nc2ccccc2C)c1 (stereo not given)
  A: 3%	B: 0%	C: 2%	D: -1.0%	E: -1%	F: 1%	G: 2%[46.1 µM]	H: -3%

The listing continues.
Letters: A = TRb SRC2 PPI; B = GLA spleen mod; C = CBFb-RUNX1 inh; D = Epigenetic reg; E = Tau fibril FP; F = TexasRed fluor; G = NPSR antag; H = Tau fluor counter
> COc1ccccc1CC(=O)NCC1CCCO1 (stereo not given)
  A: -23%	B: -10%	C: 5%	D: -1.6%	E: -4%	F: 2%	G: -9%[46.1 µM]	H: -10%

> Cc1cc(C)nc(N/N=C/C(Cl)=C/c2ccccc2)n1
  A: -2%	B: 1%	C: -3%	D: -0.7%	E: 5%	F: -5%	G: -8%[46.1 µM]	H: -12%

> Cc1c2cnn(-c3ccccc3)c(=O)c2c(C)n1CC(=O)NCc1ccccc1
  A: -2%	B: .	C: .	D: -3.4%	E: -11%	F: -2%	G: .	H: -8%

> COc1ccc(NC(=O)CN2CCN(Cc3ccccc3)S2(=O)=O)c(OC)c1
  A: 3%	B: .	C: .	D: -3.5%	E: 4%	F: 1%	G: .	H: 6%

> Cc1csc(NC(=O)CSc2nnc(-c3ccoc3C)n2CCc2ccccc2)n1
  A: 2%	B: -3%	C: 5%	D: ?	E: 7%	F: 2%	G: ?	H: -2%

> O=C(NCC1CCCN(Cc2ccc3nonc3c2)C1)c1cccc(C(F)(F)F)c1 (stereo not given)
  A: -1%	B: 15%	C: 1%	D: -0.1%	E: -4%[2.34 µM]	F: -4%	G: 5%	H: 3%[2.34 µM]

> CCN1C(=O)C(O)(CC(=O)/C=C/C=C/c2ccccc2)c2ccccc21 (stereo not given)
  A: 0%	B: -16%	C: 2%	D: 0.0%	E: 3%	F: 0%	G: -22%[46.1 µM]	H: 1%

> COc1ccc(NC(=O)Cc2ccccc2F)cn1
  A: -12%	B: 1%	C: 6%	D: -0.2%	E: -4%	F: -2%	G: 5%	H: -6%

> CCCCC(=O)Nc1cc(NC(=O)CCCC)cc(C(=O)O)c1
  A: -10%	B: -1%	C: 10%	D: -2.6%	E: 7%	F: 3%	G: 4%[46.1 µM]	H: -4%

> CC(C)(C)OC(=O)N1CCCC(C(=O)CC#N)C1 (stereo not given)
  A: 3%	B: 13%	C: 2%	D: -1.6%	E: -4%	F: 4%	G: -27%[46.1 µM]	H: -12%

> CC(C)(C)NC(=O)C(=O)NNC(=O)c1ccccc1Br
  A: 6%[53 µM]	B: 2%	C: 4%	D: 1.6%	E: -4%	F: 0%[53 µM]	G: -2%	H: -11%

> CCc1nnc(NC(=O)C2CCCN2S(=O)(=O)c2ccccc2)s1 (stereo not given)
  A: 9%	B: -1%	C: 1%	D: -1.2%	E: -1%	F: 0%	G: -11%[46.1 µM]	H: 1%

> COC(=O)c1ccn(-c2nc(-c3ccc(Cl)cc3)cc(C(F)(F)F)n2)n1
  A: 4%	B: .	C: .	D: -0.9%	E: 11%	F: -26%	G: .	H: -10%

> Cc1sc2nc(CC(=O)NN)[nH]c(=O)c2c1C
  A: -2%	B: 4%	C: -2%	D: -0.3%	E: -4%	F: -1%	G: -5%[7.67 µM]	H: -12%

> O=C(CSc1nnnn1C1CCCC1)NCc1ccc2c(c1)OCO2
  A: -1%	B: 1%	C: 4%	D: 0.0%	E: 1%	F: -1%	G: -8%[46.1 µM]	H: -9%

> CC1=NNC(=O)C1CCC(=O)N/N=C/c1ccc(Cl)cc1Cl (stereo not given)
  A: -2%	B: -2%	C: 9%	D: 0.9%	E: -8%	F: 1%	G: 1%	H: 1%

Structural class, the entries above with a tert-butyl group.
Letters: A = TRb SRC2 PPI; B = GLA spleen mod; C = CBFb-RUNX1 inh; D = Epigenetic reg; E = Tau fibril FP; F = TexasRed fluor; G = NPSR antag; H = Tau fluor counter
> CC(C)(C)OC(=O)N1CCCC(C(=O)CC#N)C1 (stereo not given)
  A: 3%	B: 13%	C: 2%	D: -1.6%	E: -4%	F: 4%	G: -27%[46.1 µM]	H: -12%

> CC(C)(C)NC(=O)C(=O)NNC(=O)c1ccccc1Br
  A: 6%[53 µM]	B: 2%	C: 4%	D: 1.6%	E: -4%	F: 0%[53 µM]	G: -2%	H: -11%

An excerpt; the hit share may differ from the screen's.
